# High-throughput results: PubChem, several laboratories
# Fam108B counter – mouse Fam108B serine hydrolase inhibitors, primary screen, counter-screen for RBBP9 inhibitor project, biochemical, fluorescence polarization; recombinant Fam108B, FP-Rh probe fluorescence polarization; inhibition, % at 9.51 µM; 0.33% of 300,000 active; AID 1947, 2009;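 active means inhibition above the screen mean inhibition plus 3 SD, computed separately per campaign, cut at about 18% in these data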;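 further: inhibitors lower polarization as less probe binds the enzyme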
# MEX-5 binding – MEX-5 zinc finger RNA-binding disruptors – biochemical, C. elegans, fluorescence polarization, MLPCN library, primary screen; Zinc finger protein mex-5 (Caenorhabditis elegans), Q9XUB2; MEX-5/FITC-TCR2 RNA binding; hits give low values; activity score (negative = inhibition of binding), % at 10 µM; 0.38% of 300,000 active;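 active means inhibition past about -25% in most replicates, and total fluorescence under double the plate's negative control median, limit read from the data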;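 further: 0% = DMSO and -100% = 5 µM competing unlabeled TCR2 RNA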
# Target sequence (Q9XUB2 whole entry, looked up): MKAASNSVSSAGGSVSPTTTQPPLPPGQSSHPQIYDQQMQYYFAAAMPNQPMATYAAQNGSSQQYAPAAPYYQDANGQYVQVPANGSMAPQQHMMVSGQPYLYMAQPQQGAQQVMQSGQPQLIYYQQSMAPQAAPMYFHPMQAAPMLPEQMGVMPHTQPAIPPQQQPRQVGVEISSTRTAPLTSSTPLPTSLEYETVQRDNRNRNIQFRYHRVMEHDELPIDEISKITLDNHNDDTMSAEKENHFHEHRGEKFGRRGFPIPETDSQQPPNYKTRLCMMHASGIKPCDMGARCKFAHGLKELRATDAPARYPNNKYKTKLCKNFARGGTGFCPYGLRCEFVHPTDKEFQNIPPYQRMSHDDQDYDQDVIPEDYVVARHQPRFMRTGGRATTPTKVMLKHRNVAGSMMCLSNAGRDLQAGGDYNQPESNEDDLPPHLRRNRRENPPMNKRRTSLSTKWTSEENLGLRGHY
# pPAFAH inh – pPAFAH enzyme inhibitors, primary screen, biochemical, fluorescence polarization, human. Platelet-activating factor acetylhydrolase (Homo sapiens), Q13093. 1.5% of 330,000 active. recombinant pPAFAH, FP-rhodamine probe fluorescence polarization. inhibition, % at 3.39 µM;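 active means inhibition above the mean inhibition across the screen plus 3 SD, cut at about 25% in these data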;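 further: inhibitors block binding of the rhodamine activity-based probe so polarization drops; 0% = enzyme with DMSO and 100% = wells lacking pPAFAH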
# BCLXL inh – inhibitors of human Bcl-xL, primary screen, biochemical, fluorescence polarization, HTS | 0.7% of 320,000 active | inhibition, % at 10.9 µM | Bcl-2-like protein 1 (Homo sapiens), Q07817 | GST-Bcl-xL / FITC-Bim BH3 peptide fluorescence polarization;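 active means inhibition above the mean of all tested compounds plus 3 SD, cutoff set per campaign, cut at about 30% in these data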;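 further: 0% = DMSO wells and 100% = unlabeled Bim-BH3 peptide competitor; inhibitors lower millipolarization by displacing the labeled peptide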
# MCL1-BIM inh – inhibitors of MCL1 binding to BIM-BH3, primary screen, biochemical, fluorescence polarization; AID 2057, 2009; inhibition, % at 10.9 µM; GST-MCL1 / FITC-Bim-BH3 fluorescence polarization; 0.68% of 320,000 active;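 active means inhibition above the mean inhibition of all tested compounds plus 3 SD, set per campaign, cut at about 40% in these data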;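 further: 0% = DMSO wells and 100% = unlabeled Bim-BH3 peptide control; higher means more loss of mP so more displacement of Bim peptide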
# GLD-1 RNA inh – GLD-1/TGE RNA complex disruptors, primary screen, biochemical, fluorescence polarization; Female germline-specific tumor suppressor gld-1 (Caenorhabditis elegans), Q17339; purified GLD-1 + fluorescein TGE RNA; inhibition, % at 5.96 µM; 0.44% of 320,000 active; AID 2280, 2010;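 active means percent inhibition above a per-plate cutoff, the plate mean of test compounds plus 3 SD, cut at about 30% in these data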;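 further: 0% = DMSO wells with GLD-1 and probe and 100% = wells lacking GLD-1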
# AHR act – AHR activators, primary screen, cell-based, luminescence, luciferase reporter, human | activation, % at 5 µM | 2.5% of 320,000 active | Aryl hydrocarbon receptor (Homo sapiens), P35869 | AHR-responsive luciferase reporter cells; in the data active means activation above about 47%;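 further: 0% = vehicle wells and 100% = reference agonist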
# PME-1 primary – PME-1 inhibitors via competitive probe labeling, primary screen, biochemical, fluorescence polarization, FP-Rh probe, HTS; 0.53% of 320,000 active; recombinant PME-1; Protein phosphatase methylesterase 1 (Homo sapiens), Q9Y570; inhibition, % at 5.9 µM;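 active means inhibition above the campaign mean of all compounds plus 3 SD, cut at about 26% in these data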;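 further: competitive labeling of PME-1 active site by serine hydrolase directed probe; 0% = PME-1 with DMSO and 100% = wells lacking PME-1 enzyme; inhibitors block probe labeling so polarization falls and inhibition rises; many of its hits are not listed in these tables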
# Target sequence (Q9Y570 whole entry, looked up): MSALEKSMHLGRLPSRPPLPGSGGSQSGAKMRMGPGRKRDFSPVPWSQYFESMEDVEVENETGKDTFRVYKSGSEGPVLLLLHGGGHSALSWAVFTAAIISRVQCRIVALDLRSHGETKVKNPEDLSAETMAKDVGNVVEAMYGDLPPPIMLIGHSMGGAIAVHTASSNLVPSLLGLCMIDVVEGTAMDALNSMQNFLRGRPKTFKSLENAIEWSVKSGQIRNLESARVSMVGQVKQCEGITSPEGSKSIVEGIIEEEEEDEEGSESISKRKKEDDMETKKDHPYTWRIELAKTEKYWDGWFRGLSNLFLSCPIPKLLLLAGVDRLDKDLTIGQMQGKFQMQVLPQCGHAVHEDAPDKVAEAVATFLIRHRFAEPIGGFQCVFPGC
# PAFAH1B2 FP inh – PAFAH1B2 enzyme inhibitors, primary screen, biochemical, fluorescence polarization, human; Platelet-activating factor acetylhydrolase IB subunit alpha2 (Homo sapiens), P68402; recombinant PAFAH1B2, FP-rhodamine activity probe; inhibition, % at 3.39 µM; 1.2% of 340,000 active;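 active means inhibition above the mean of all tested compounds plus 3 SD, cut at about 24% in these data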;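 further: 0% = enzyme with DMSO and 100% = wells lacking PAFAH1B2; many of its hits are not listed in these tables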
# Target sequence (P68402 whole entry, looked up): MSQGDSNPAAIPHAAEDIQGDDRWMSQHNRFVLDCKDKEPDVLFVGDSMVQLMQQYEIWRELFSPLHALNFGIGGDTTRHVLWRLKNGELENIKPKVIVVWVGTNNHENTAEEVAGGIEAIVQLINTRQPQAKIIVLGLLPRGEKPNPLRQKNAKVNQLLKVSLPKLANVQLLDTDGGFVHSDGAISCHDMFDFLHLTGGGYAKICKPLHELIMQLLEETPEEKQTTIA
# Active calls of the source: *; · = not tested or not shown. The list is partial; count on the stated rates, not on these rows.
# Sequence of screens: Fam108B counter	MEX-5 binding	pPAFAH inh	BCLXL inh	MCL1-BIM inh	GLD-1 RNA inh	AHR act	PME-1 primary	PAFAH1B2 FP inh
Cc1cc(C(=O)COC(=O)c2ccc[nH]c2=O)c(C)n1-c1ccc(Br)cc1
 : -4	-1.0	5	4	1	4	12	-7	1
NC1=NC(c2cn[nH]c2-c2cccc(F)c2)n2c(nc3ccccc32)N1 (configuration not stated)
 : 2	1.7	1	-2	2	6	-2	-66	-1
Cc1ccc(C)c(NC(=O)NNC(=O)c2cc3occc3[nH]2)c1
 : 1	-0.7	10	4	12	4	2	-3	1
CC(C)(C)c1ccc(C(=O)NCCC(=O)NC2=NCCS2)cc1
 : ·	·	5	-4	3	6	4	0	3
O=C1N[C@@H](Cc2ccccc2)COC(=O)[C@@H](Cc2ccc(F)cc2)CC/C=C/C[C@@H]1CC(=O)N(CCO)Cc1ccccc1
 : ·	·	9	·	·	-4	0	·	26*
COc1ccc(CC(=O)OCC(=O)c2ccc(OC)c(OC)c2)cc1
 : ·	·	2	2	-8	0	0	-2	3
CCOc1ccc(S(=O)(=O)N(C)c2ccc(OCC(=O)NCc3ccco3)cc2)cc1
 : 2	1.3	3	1	-3	-2	4	0	5
Nc1nc(N)c2nc(CNc3ccc(C(=O)NC(CCC(=O)O)C(=O)O)cc3)cnc2n1 (configuration not stated)
 : 0	·	1	16	13	6	0	-8	·
c1ccc2c(c1)ncn2CCCOc1ccc2c(c1)CCC2
 : 2	1.2	1	1	7	2	1	2	8
O=C1CN(C(=O)c2ccccc2F)c2ccccc2N1
 : 0	-0.9	-6	-1	2	2	2	1	14
COC(=O)c1c(NC(=O)CSc2nnc(-c3cccnc3)n2Cc2ccco2)sc(C)c1C
 : -2	-1.6	-5	-4	-5	-4	1	1	8
CC(=O)Nc1ccc2c(c1)N(C(C)=O)c1ccccc1CC2
 : 2	0.6	-1	6	6	-6	-1	-1	1
Cc1cc(NCc2ccccc2)nc2ccccc12
 : 3	1.5	5	8	6	11	12	0	0
Cc1ccc(S(=O)(=O)N2CCN(C(=O)Cc3sc(C)nc3-c3ccc(F)cc3)CC2)c(C)c1
 : -1	3.0	2	-4	-7	7	-1	10	4
Cc1ccc(NC(=O)c2cc(S(=O)(=O)N3CCOCC3)cn2C)cc1Cl
 : -1	0.6	2	5	6	-1	8	-10	2
CCc1ccc2oc(=O)cc(CN3CCN(Cc4ccccc4)CC3)c2c1
 : 8	1.0	-1	9	7	0	12	-4	4
O=C(Cc1ccccc1[N+](=O)[O-])NCCCN1CCOCC1
 : 0	-0.9	0	2	5	-4	4	-6	-1
Cc1c(C#N)c(NC(=O)C(C)C)n(Cc2ccccc2)c1C
 : -1	0.3	2	2	-5	4	1	-3	1
COC(=O)c1ccc(Oc2nc(Nc3ccc(C)c(C)c3)nc(N(C)C)n2)cc1
 : -5	2.8	0	1	1	1	-8	-8	1
O=C(Cn1cnc2ccccc2c1=O)Nc1ccc2c(c1)CCC2
 : -1	2.5	-2	-13	-8	0	5	-3	3
COc1cccc(C2c3[nH]c4ccccc4c3C[C@H]3C(=O)N(c4ccccc4C(=O)N4CCCC4C(=O)O)C(=O)N23)c1 (some centres not stated)
 : -2	0.1	9	20	22	20	11	-2	3
O=C(Nc1ccc2nc(-c3cccnc3)[nH]c2c1)C12CC3CC(CC(C3)C1)C2
 : -4	-1.3	0	6	3	3	13	-13	18
CCCn1[nH]cc(SC)c(=O)c1=O
 : 3	-0.4	0	1	-4	3	0	1	-1
CN(C)c1cc(-c2ccc(Br)cc2)oc(=O)c1Cl
 : -7	0.8	-2	0	3	0	85*	0	·
CCc1cccc(NC(=O)CCCN2C(=O)NC(C)(C)C2=O)c1
 : ·	·	3	0	-7	3	0	6	-1
Cc1ccc(OCc2nnc(SCC(N)=O)n2N)cc1
 : -1	-0.3	4	2	2	3	11	1	7
Cn1c(=O)c2ccccc2n2c(=S)[nH]nc12
 : 4	-0.4	4	-19	-16	3	2	3	1
Cc1cc2cc(CN(Cc3ccc4c(c3)OCO4)C(=O)c3cnccn3)c3nnnn3c2cc1C
 : 1	1.4	1	2	8	2	5	-2	1
CCOc1ccc(-n2ccnc(SCC(=O)NCc3cccc(OC)c3)c2=O)cc1
 : -1	0.6	-1	4	5	10	1	-2	1
COc1ccccc1OC(=O)c1ccc(S(=O)(=O)N(C)C)cc1
 : -2	-6.1	0	3	6	1	5	0	3
O=C(c1cc2c(s1)-c1ccccc1OC2)N1CCN(c2ccccn2)CC1
 : -1	-1.1	4	4	6	4	7	8	6
COc1ccc(-n2cc(C(=O)O)c3ccccc3c2=O)cc1
 : 0	0.6	-9	-1	-1	3	-2	0	-1
O=C(CCS(=O)(=O)c1cccc2nonc12)NCCc1ccccc1
 : 8	-1.6	1	8	11	2	7	-3	6
Cc1csc(NC(=O)/C=C/c2ccco2)n1
 : 2	1.6	4	5	14	4	18	2	3
Cc1csc(NC(=O)c2nc(-c3ccccc3)n(-c3ccccc3)n2)n1
 : -3	2.8	2	9	8	5	18	3	4
COC(=O)c1ccc(C2c3[nH]c4ccccc4c3C[C@H]3C(=O)N(C4CC4)CC(=O)N23)cc1 (some centres not stated)
 : -2	-0.2	3	0	-8	1	0	7	6
CCC(C)(C)n1nnnc1C(c1cc(OC)ccc1OC)N1CCC(C(N)=O)CC1 (configuration not stated)
 : 7	-0.8	-3	7	5	-3	2	0	0
COc1ccc(NC(=S)NC2CCN(Cc3ccccc3)CC2)cc1OC
 : 1	1.1	3	-2	0	-2	0	0	3
O=c1cc(CN2CCOCC2)nc(C2CC2)[nH]1
 : -6	1.5	-7	-2	2	10	1	-7	3
CC(=O)Nc1ccc(NC(=O)COC(=O)c2cc(S(=O)(=O)N3CCCC3)ccc2O)cc1
 : ·	·	-3	·	·	12	1	·	3
CC(=O)Nc1ccc(S(=O)(=O)NCCc2csc(-c3cccnc3)n2)cc1
 : -2	0.4	5	-2	3	-2	2	4	1
CCN1CCC(N2CCN(c3ccc(F)cc3)CC2)CC1
 : 1	1.8	4	6	10	6	0	2	2
COc1ccc(S(=O)(=O)N(C)c2ccc(C(=O)NCc3ccco3)cc2)cc1OC
 : -2	-0.3	3	-2	-4	-7	-3	2	1
Cc1ccnc(NC(=S)N2CCN(c3cccc(C(F)(F)F)c3)CC2)c1
 : 3	0.2	2	4	4	1	-2	0	4
Cc1ccc(S(=O)(=O)N2CCC(C(=O)OCC(=O)N(C)C3CCS(=O)(=O)C3)CC2)cc1C (configuration not stated)
 : -1	-0.7	5	-4	3	2	-4	9	0
O=C(Nc1ccc(Cl)cc1)Nc1ccccc1NS(=O)(=O)c1cccs1
 : 4	0.8	17	1	0	15	-4	-2	26*
Cc1ccc(S(=O)(=O)NCCc2nnc3ccc(NCCCOC(C)C)nn23)cc1
 : 3	2.3	-2	6	-2	7	1	3	1
C/C(=N/NC(=O)CNC(=O)/C=C/c1ccccc1)c1ccco1
 : 3	-0.4	2	4	0	5	1	0	5
O=C(CCc1ccccc1)NCC1OCCc2ccccc21 (configuration not stated)
 : 5	2.3	-3	1	5	-6	-2	2	2
CCn1c(=O)c2cc(C(=O)NCc3cccs3)sc2c2ccccc21
 : 1	·	-1	-6	-4	3	8	1	6
CCOC(=O)c1ccc(CN2Cc3ccccc3C2=O)cc1
 : -1	-0.1	2	-3	-4	6	0	0	2
Cc1csc(NC(=O)C2CCCCC2C(=O)O)n1 (configuration not stated)
 : -2	-0.7	-1	2	-2	1	0	-4	2
O/N=C(\Cc1cscn1)c1ccc(O)cc1O
 : 2	0.5	5	2	5	-2	0	12	12
COc1ccc(CCNC(=O)CN(c2ccccc2OC)S(C)(=O)=O)cc1OC
 : -2	1.4	3	7	3	10	3	-3	-3
CCCCn1c(-c2cccc(Br)c2)nc2cc3[nH]c(=O)c(C(C)C)nc3cc21
 : -3	-6.9	8	31*	23	19	8	-1	2
O=[N+]([O-])c1ccccc1Nc1ccccc1
 : -1	0.5	5	5	-1	-2	3	-2	3
Cc1ccc(S(=O)(=O)Nc2ccc3ccccc3n2)cc1
 : -1	0.5	-3	6	-3	3	0	5	·
COc1ccccc1N(CC(=O)N1CCCCCC1)S(=O)(=O)c1ccc(C)cc1
 : 1	-1.2	-2	1	3	6	-1	-3	1
NC(=O)c1cn(-c2ccccc2)nc1-c1cccnc1
 : -4	-1.7	0	1	8	-6	15	0	2
COC(=O)[C@H](CCSC)NC(=O)Nc1ccc(S(N)(=O)=O)cc1
 : -2	0.1	5	5	2	-2	0	-3	1

# (more compounds)
# Sequence of screens: Fam108B counter	MEX-5 binding	pPAFAH inh	BCLXL inh	MCL1-BIM inh	GLD-1 RNA inh	AHR act	PME-1 primary	PAFAH1B2 FP inh
Cc1cc(NC(=O)NC(C(F)(F)F)C(F)(F)F)no1
 : 0	-2.2	7	5	3	0	-1	-4	2
COc1cccc(C(=O)Nc2nnc(CCS(=O)(=O)c3ccc(C)cc3)s2)c1
 : -4	0.9	-1	1	0	7	7	6	11
Cc1ccccc1NC(=O)COC(=O)C1(C)CC1(Cl)Cl (configuration not stated)
 : 4	0.3	3	3	5	-1	0	1	7
CCOc1ccc(NC(=O)Nc2ccc(NC(C)=O)cc2)cc1
 : 3	3.4	-4	0	-1	2	1	2	1
Cc1ccc(NC(=O)CSc2n[nH]c(-c3ccco3)n2)c(C)c1
 : 2	-1.4	0	-5	11	-1	4	-4	1
O=c1[nH]c(Cc2cccs2)nc2scc(-c3ccc(Cl)cc3)c12
 : -2	0.9	1	2	6	-6	-10	-1	-2
O=C(N/N=C/c1ccncc1)c1ccc(NC(=O)c2ccc(Cl)cc2)cc1
 : -17	0.9	-6	-12	1	-4	3	-32	-6
Cc1cn(Cc2ccccc2)c(=O)[nH]c1=O
 : -5	-0.1	0	3	0	12	1	-2	0
Cc1cc(-c2csc(NC(=O)c3ccc(=O)n(C)n3)n2)c(C)n1CC1CCCO1 (configuration not stated)
 : 8	1.4	5	16	35	7	6	3	8
COC(=O)Cc1ccc(NC(=S)NCc2ccc(F)cc2)cc1
 : 5	-0.7	2	5	9	-6	-1	7	1
Cc1ccc(NC(=S)Nc2cc(C(=O)O)ccc2N2CC3CC(C2)c2cccc(=O)n2C3)cc1C (configuration not stated)
 : 1	1.1	15	5	2	-2	3	1	-1
Cc1ccc(S(=O)(=O)n2cnc(C)c2)cc1
 : 2	-2.7	1	2	-4	5	0	-4	0
Nc1ccc(Cl)c(-c2nc3ncccc3o2)c1
 : 0	-1.9	4	-1	-2	-1	0	3	-5
CC(=O)c1ccc(NS(=O)(=O)c2cc(-c3cnc(C4CC4)o3)ccc2C)cc1
 : 0	0.0	6	6	7	1	2	-6	2
